Assay outcomes as filed in PubChem BioAssay.
UBC9 SUMO inh: blocks human SUMOylation mediated by UBC9. AID 2006. 0.36% of 290,000 active. HTRF SUMOylation assay, SAE1/SAE2 + UBC9, in vitro. inhibition, % at 35 µM; in the data active means inhibition above about 50%, passing the limit was not always enough; further: strong numbers were not always called active
Target sequence (P63279 whole entry, looked up): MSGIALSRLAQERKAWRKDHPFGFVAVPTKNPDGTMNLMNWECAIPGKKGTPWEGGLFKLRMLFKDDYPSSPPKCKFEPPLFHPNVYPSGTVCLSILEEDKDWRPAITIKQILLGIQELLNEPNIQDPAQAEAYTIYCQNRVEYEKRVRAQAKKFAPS
PfM18AAP inh: blocks P. falciparum M18 aspartyl aminopeptidase; 1.2% of 290,000 active; inhibition, % at 7.35 µM; AID 1822; recombinant PfM18AAP, H-Glu-NHMec fluorogenic cleavage;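 active means inhibition above the campaign mean inhibition over all tested compounds plus 3 SD, cut at about 28% in these data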;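 further: 0% = plate median of test compound wells and 100% = 2 mM ZnCl2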
HCV NS3 hel inh: inhibitors of Hepatitis C virus NS3 helicase; NS3 helicase DNA unwinding, Cy5 molecular beacon fluorescence; inhibition, % at 10.9 µM; 0.56% of 290,000 active; AID 1800;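 active means inhibition above the mean of all tested compounds plus 3 SD, set per campaign, cut at about 35% in these data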;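 further: 0% = DMSO wells and 100% = thioflavine S control wells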
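Assay system: hepatitis C virus NS3 helicase domain fragment enzyme. Also added: annealed dual-labelled DNA beacon duplex, ATP-started. Timing: 1 h reaction at 25 °C, ATP-initiated. Technique: Cy5 fluorescence at 0 and 60 min, beacon hairpin quenching. Evaluation: % inhibition of unwinding. Replication: one well per compound.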
DNA FID counter: fluorescent intercalator displacement, NS3 helicase counter-screen. AID 1845. 0.17% of 290,000 active. DNA fluorescent intercalator displacement, fluorescence. inhibition, % at 7.9 µM; in the data active means inhibition above about 37%;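 further: 0% = vehicle and 100% = reference compound; higher means more ethidium bromide displaced from hairpin DNA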
IMP-1 inh: inhibitors of Pseudomonas aeruginosa IMP-1 metallo-beta-lactamase; purified IMP-1, nitrocefin hydrolysis, epi-absorbance fluorescence; inhibition, % at 5.6 µM; 0.45% of 290,000 active; AID 1556;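 active means inhibition above the mean plus 3 SD of all compounds in the same screening run, cut at about 4.5% in these data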;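 further: 0% = IMP-1 with DMSO and 100% = DMSO wells lacking enzyme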
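System: Purified recombinant IMP-1 metallo-beta-lactamase enzyme | Measured by: Fluorescence quenching readout, ex 480/em 530 nm | Replication: Singlicate | Incubation: 15 min preincubation plus 25 min reaction at 25 °C | Evaluation: Percent inhibition from optical density relative to buffer-blank wells | Benchmarks: DMSO with and without IMP-1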
VIM-2 inhibitor: inhibitors of Pseudomonas aeruginosa VIM-2 metallo-beta-lactamase; 0.89% of 290,000 active; AID 1527; inhibition, % at 5.6 µM; purified VIM-2, nitrocefin hydrolysis, epi-absorbance fluorescence;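 active means inhibition above the mean of all tested compounds plus 3 SD, cutoff set per screening run, cut at about 7.5% in these data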;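 further: red hydrolysis product quenches plate fluorescence so inhibitors raise well fluorescence; 0% = enzyme with DMSO and 100% = DMSO without enzyme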
NALP1 yeast inh: blocks the NALP1 inflammasome reconstituted in yeast; S. cerevisiae NALP1/ASC/caspase-1 growth, X-gal OD620, 72 h; inhibition, % at 10 µM; 0.61% of 280,000 active; AID 2071; in the data active means inhibition mostly above about 24%, no sharp cut-off; inactive means mostly below about 32%; further: some compounds called inactive have numbers as strong as hits
MEKK2 WT-MEK5: raises or lowers MEK5 binding to wildtype human MEKK2 PB1 domain; Q9Y2U5; bead flow cytometry, Alexa488-MEK5 binding to MEKK2 WT; actives lie on both sides; binding response (% of control), % at 10 µM; 1.1% of 290,000 active; in the data active means binding response below about 67% or above about 130%
MEKK2mut PB1 HTS: signal of MEK5 binding to mutant human MEKK2 PB1 domain; bead flow cytometry, Alexa488-MEK5 binding to MEKK2 mutant; percent response, % at 10 µM; 0.35% of 290,000 active; AID 1530; in the data active means percent response above about 24%, passing the limit was not always enough; further: inactives centre near 1; some results filed as inactive read as strong as hits
* = called active by the depositor; nt = no result given.

SMILES | UBC9 SUMO inh | PfM18AAP inh | HCV NS3 hel inh | DNA FID counter | IMP-1 inh | VIM-2 inhibitor | NALP1 yeast inh | MEKK2 WT-MEK5 | MEKK2mut PB1 HTS
COc1ccc(N2CCN(C(=O)c3ccc(-c4ccccc4)cc3)CC2)cc1 | 23 | -10 | -1 | -16 | -2.3 | -1.0 | 11 | 102 | 0
O=C1NC(=O)C2C1C(c1ccc([N+](=O)[O-])cc1)=NN2Cc1ccccc1 (stereo not drawn) | 16 | 25 | 4 | 7 | -2.6 | -1.9 | -16 | 80 | -8
CCOC(=O)Nc1c(O)ccc2oc(C)c(-c3ccccc3)c12 | 14 | 3 | -2 | -6 | -2.2 | 0.4 | -2 | 97 | 3
Cc1ccc(C)c(CN2C(=O)C3CCCN3c3ccc(C#N)cc32)c1 (stereo not drawn) | 3 | 4 | 1 | -9 | -3.1 | 0.2 | -3 | 92 | 0
CCOC(=O)N1CCN(C(=O)c2noc(C(C)C)c2[N+](=O)[O-])CC1 | 2 | 3 | 10 | -21 | -3.5 | -1.4 | 32 | 94 | -5
OC(COC(c1ccccc1)c1ccccc1)CN1CCc2ccccc2C1 (stereo not drawn) | -12 | -2 | -29 | 6 | -0.5 | -3.3 | 4 | 102 | 6
C=CCNc1nc(NCc2ccccc2)nc(OCC)n1 | 0 | 6 | 8 | -18 | -3.1 | -2.5 | 7 | 101 | 3
COc1ccc(C(=O)/C=C/Nc2ccc([N+](=O)[O-])cc2C)c(OC)c1 | 17 | -7 | -1 | -1 | -0.7 | 0.2 | 45 | 97 | 5
Cc1ccc(-c2noc(C3CCN(C(=O)Nc4ccc(C#N)cc4)CC3)n2)o1 | 1 | 5 | 0 | -12 | 0.0 | 1.6 | 5 | 102 | 2
Cc1c(NC(=O)c2ccc(N(C)S(C)(=O)=O)cc2)c(=O)n(-c2ccccc2)n1C | 11 | -5 | 12 | -3 | -2.0 | -0.1 | -2 | 95 | 0
COc1ccc(C(=O)NN(c2ccccc2)c2ccccc2)cc1 | 6 | 0 | -1 | -1 | -0.9 | 1.4 | 29 | 103 | 4
COC(=O)c1nc(N)sc1C(C)C | 6 | 6 | -3 | -2 | -3.3 | -2.0 | -24 | 102 | 8
CCn1c(CCNC(=O)c2ccc(F)cc2)nc2ccccc21 | 7 | 3 | -7 | -6 | -2.1 | -3.1 | 11 | 107 | 9
O=C1c2ccccc2C(=O)N1CCOc1cccc(Br)c1 | 4 | 1 | -5 | -18 | -1.6 | -3.0 | 4 | 100 | 7
C=CCn1c(SCc2cc(=O)n3cc(C)ccc3n2)nnc1-c1ccc(F)cc1 | 3 | 1 | 7 | -32 | -1.6 | -0.7 | 30 | 98 | 5
O=C(NCCCN1CCOCC1)c1c(F)c(F)c(F)c(F)c1F | 13 | -3 | 3 | -2 | -1.2 | -0.9 | 18 | 99 | 1
O=C(CSCc1ccccc1)Nc1ccc(F)c(F)c1 | 1 | 6 | -1 | -2 | 2.2 | -2.5 | 28 | 88 | 0
COc1ccc(C2(C(=O)NC3CCCCC3)CCOCC2)cc1OC | 0 | -1 | -4 | 0 | -3.0 | -2.3 | 1 | 107 | 3
COc1cc(/C=N/NC(=O)C(Cc2c[nH]c3ccccc23)NC(=O)OCC(C)C)cc([N+](=O)[O-])c1O (stereo not drawn) | 2 | 6 | 17 | -32 | -5.4 | -6.9 | -3 | 104 | 2
CSc1nnc(-c2cccc(C)c2)n1N | 20 | 4 | 6 | 0 | -5.7 | -0.1 | 8 | 104 | 6
Cc1[nH]n(C2=NCCS2)c(=O)c1N=Nc1cccc(C(F)(F)F)c1 | -28 | 1 | 9 | -3 | -3.1 | -3.7 | 4 | 102 | 6
O=C(O)c1ccccc1NC(=O)c1ccccc1-c1ccccc1C(=O)O | 9 | -6 | -6 | 0 | 0.0 | 1.2 | 8 | 107 | 1
O=C(COC(=O)c1ccc(NS(=O)(=O)c2cccs2)cc1O)Nc1nc2ccccc2s1 | 18 | 6 | -8 | 1 | -2.5 | -2.9 | 1 | 92 | -6
CSc1nnc(C(C)c2ncc(C(F)(F)F)cc2Cl)n1C (stereo not drawn) | -8 | -5 | 0 | -4 | -1.5 | -1.4 | 6 | 85 | -7
COc1ccc(CCNc2nc(-c3ccc(F)cc3)c(CC(=O)O)s2)cc1OC | 15 | 6 | -5 | -41 | 0.1 | -3.4 | -1 | 94 | 3

The closing 2 compounds of the section before lead into the next.
SMILES | UBC9 SUMO inh | PfM18AAP inh | HCV NS3 hel inh | DNA FID counter | IMP-1 inh | VIM-2 inhibitor | NALP1 yeast inh | MEKK2 WT-MEK5 | MEKK2mut PB1 HTS
CSc1nnc(C(C)c2ncc(C(F)(F)F)cc2Cl)n1C (stereo not drawn) | -8 | -5 | 0 | -4 | -1.5 | -1.4 | 6 | 85 | -7
COc1ccc(CCNc2nc(-c3ccc(F)cc3)c(CC(=O)O)s2)cc1OC | 15 | 6 | -5 | -41 | 0.1 | -3.4 | -1 | 94 | 3
CCC(Sc1nc(C)cc(=O)[nH]1)C(=O)Nc1nc2c(s1)CCCC2 (stereo not drawn) | -12 | 5 | 0 | -3 | -3.5 | -2.6 | -14 | 102 | -1
COc1cc(OC)cc(C(=O)N[C@H](C(=O)NCc2ccc(F)cc2)C(C)C)c1 | 14 | 1 | -8 | -20 | -2.2 | -1.2 | 16 | 102 | 3
Cc1ccc(-c2nnc(SCC(=O)N/N=C/c3cccs3)n2-c2ccc(C)cc2)cc1 | 18 | 6 | 3 | -5 | -4.5 | -5.0 | 17 | 100 | 6
CCOC(=O)C1(Cc2ccc(OC)cc2)CCN(S(C)(=O)=O)CC1 | 1 | 0 | -3 | -15 | -3.5 | -2.2 | 4 | 100 | -4
CC(=O)Nc1sc2c(c1C#N)CCCC2 | 8 | -4 | 5 | -1 | -4.7 | -2.8 | nt | 113 | 1
Cc1cc(OC(=O)c2ccc(F)cc2)c([N+](=O)[O-])c(=O)[nH]1 | 3 | 7 | 12 | -1 | -4.6 | -2.9 | 20 | 97 | 1
CN1C=CC=C/C1=C1\SC(=S)N(Cc2ccccc2)C1=O | -19 | 1 | 3 | 2 | -1.3 | -0.2 | -10 | 97 | -3
CCOc1ccc(NC(=O)CN2C(=O)CSc3ccc(S(=O)(=O)N4CCCC4)cc32)cc1 | nt | 2 | -12 | -30 | -2.6 | -2.4 | 2 | 106 | 4
O=C(NCCCc1ccccc1)c1cccc([N+](=O)[O-])c1 | 12 | 2 | -1 | 5 | -1.4 | -0.7 | 12 | 98 | -1
CCCCOc1ccc2c(c1)C(=O)c1cc(O)ccc1-2 | -14 | 5 | -4 | 9 | -1.0 | -1.6 | 2 | 102 | 3
COc1cccc(C2/C(=C(\O)c3ccc4c(c3)OCCO4)C(=O)C(=O)N2CCCN2CCOCC2)c1OC (stereo not drawn) | nt | 11 | 7 | -27 | -1.4 | -2.8 | 10 | 106 | 9
CCN(CC)C(=O)C(=O)N/N=C/c1cccs1 | 27 | 7 | 13 | -2 | 0.0 | 3.1 | -5 | 103 | 1
CC(C)(Sc1cc(C(C)(C)C)c(O)c(C(C)(C)C)c1)Sc1cc(C(C)(C)C)c(O)c(C(C)(C)C)c1 | -12 | -2 | -4 | -1 | -1.6 | -0.5 | 20 | 99 | 2
O=C1CC(Nc2ccccc2)C(=O)N1CCc1ccccc1 (stereo not drawn) | 22 | 1 | 6 | 0 | -2.1 | -2.7 | -7 | 103 | 0
O=C(CCNC(=O)Cn1ccc2ccccc2c1=O)NCC1CCCC1c1ccccc1 (stereo not drawn) | 5 | -4 | 9 | -1 | -0.8 | -2.1 | 20 | 101 | 5
Cc1cc(C)c2oc(C(=O)Nc3ccc(S(=O)(=O)N4CCC(C)CC4)cc3)cc(=O)c2c1 | 4 | 3 | 11 | -7 | -1.2 | -7.0 | 37 | 97 | -2
C(=N\n1cnnc1)/c1ccccc1OCCOc1ccccc1 | 20 | 12 | -4 | -7 | -2.3 | -2.5 | -2 | 100 | 1
COc1cc(C(=O)N/N=C/c2coc3ccc(Cl)cc3c2=O)ccc1O | -14 | 4 | 31 | 2 | 2.3 | 0.7 | 15 | 97 | 2
O=C(COc1ccc(Cl)cc1)NCCSCc1ccccc1Cl | -7 | 3 | -4 | -23 | -5.0 | -2.5 | 24 | 105 | 3

5 compounds drawn at random from those above, as already listed:
SMILES | UBC9 SUMO inh | PfM18AAP inh | HCV NS3 hel inh | DNA FID counter | IMP-1 inh | VIM-2 inhibitor | NALP1 yeast inh | MEKK2 WT-MEK5 | MEKK2mut PB1 HTS
Cc1[nH]n(C2=NCCS2)c(=O)c1N=Nc1cccc(C(F)(F)F)c1 | -28 | 1 | 9 | -3 | -3.1 | -3.7 | 4 | 102 | 6
COc1cccc(C2/C(=C(\O)c3ccc4c(c3)OCCO4)C(=O)C(=O)N2CCCN2CCOCC2)c1OC (stereo not drawn) | nt | 11 | 7 | -27 | -1.4 | -2.8 | 10 | 106 | 9
COc1cc(OC)cc(C(=O)N[C@H](C(=O)NCc2ccc(F)cc2)C(C)C)c1 | 14 | 1 | -8 | -20 | -2.2 | -1.2 | 16 | 102 | 3
O=C1NC(=O)C2C1C(c1ccc([N+](=O)[O-])cc1)=NN2Cc1ccccc1 (stereo not drawn) | 16 | 25 | 4 | 7 | -2.6 | -1.9 | -16 | 80 | -8
C=CCn1c(SCc2cc(=O)n3cc(C)ccc3n2)nnc1-c1ccc(F)cc1 | 3 | 1 | 7 | -32 | -1.6 | -0.7 | 30 | 98 | 5
